Screening data from PubChem.
NPR1 activator – GC-A (human) enzyme activation; P16066; HEK293 GC-A cells, cGMP TR-FRET, EC30 ANP; 0% at EC30 ANP, 100% saturating ANP; activation, % at 10 µM; hit rate 0.14% among 370,000; AID 1671463; in the data active = activation above about 40%
HTRA1 inh – inhibitors of human serine peptidase HTRA1; Q92743; recombinant HTRA1, FP-rhodamine activity-based probe, fluorescence polarization; inhibition, % at 5.96 µM; hit rate 0.5% among 340,000; AID 504803; in the data active = inhibition above about 36%;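 note: 0% = enzyme with DMSO and 100% = wells lacking enzyme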
ABHD4 inh – ABHD4 (mouse) inhibition, primary FP screen | Q8VD66 | AID 720543 | purified mABHD4, FP-Rh probe fluorescence polarization | hit rate 0.54% among 370,000 | inhibition, % at 8.92 µM;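 active = inhibition exceeding the mean over every tested compound plus 3 SD, cut at about 30% in these data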;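 note: 0% = plate median of compound wells and 100% = S159A mutant with DMSO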
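system = mouse ABHD4 enzyme, wild type | medium = HEPES pH 7.0, NaCl, Pluronic buffer | also added = FP-Rh probe | incubation = Enzyme–compound pre-incubation 45 min, then probe 60 min, both 25 °C | technique = fluorescence polarization, excitation 525 nm, emission 598 nm, BODIPY TMR filters | controls = S159A mutant high control, sample median low control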
ARFGAP1 inh – inhibitors of rat ARFGAP1 | hit rate 0.26% among 360,000 | Arfgap1-stimulated ARF1 GTP hydrolysis, GDP FP detection | AID 651572 | inhibition, % at 16.5 µM;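 active = inhibition above a per-plate limit, mean inhibition of low control wells plus 3 SD, cut at about 25% in these data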;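 note: 0% = DMSO wells with enzyme and 100% = wells lacking Arfgap1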
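Material: rat Arfgap1 catalytic domain, aa 1-136; also added: human ARF1(Δ1-17)-GTP substrate; compound dosing: one concentration, 16.5 µM, DMSO 1.26%; incubation: GTP hydrolysis reaction 2 h at 25 °C; measured by: Tracer-displacement fluorescence polarization with EDTA stop, 620/688 nm; evaluation: % inhibition from polarization; repeats: one replicate per compound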
rCAG RNA binder – binds r(CAG) RNA repeats; r(CAG) RNA repeat, TO-PRO-1 dye displacement fluorescence; inhibition, % at 3 µM; hit rate 1.3% among 370,000;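 active = inhibition above the plate cutoff, the mean of all test compounds on that plate plus 3 SD, cut at about 35% in these data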;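 note: 0% = DMSO alone and 100% = 100 µM mitoxantrone as full dye displacement; higher means more dye released from RNA so lower well fluorescence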
SMARCA2 activ – SMARCA2 function activation, primary screen | MG213 cells, MMTV-luciferase reporter, dexamethasone, overnight | activation, % at 9.1 µM | hit rate 1% among 370,000; in the data active = activation above about 7.8%;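 note: 0% = vehicle wells and 100% = reference activator wells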
GC-B act – GC-B (human) receptor activation; P20594; HEK293-GC-B cells, CNP EC30, cGMP TR-FRET; 0% at EC30 CNP, 100% saturating CNP; activation, % at 10 µM; hit rate 0.11% among 370,000; AID 1920062;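 active = activation at 10 µM reaching about 35% in either raw or pattern-adjusted values, limit read from the data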
Target sequence (P20594 whole entry, looked up): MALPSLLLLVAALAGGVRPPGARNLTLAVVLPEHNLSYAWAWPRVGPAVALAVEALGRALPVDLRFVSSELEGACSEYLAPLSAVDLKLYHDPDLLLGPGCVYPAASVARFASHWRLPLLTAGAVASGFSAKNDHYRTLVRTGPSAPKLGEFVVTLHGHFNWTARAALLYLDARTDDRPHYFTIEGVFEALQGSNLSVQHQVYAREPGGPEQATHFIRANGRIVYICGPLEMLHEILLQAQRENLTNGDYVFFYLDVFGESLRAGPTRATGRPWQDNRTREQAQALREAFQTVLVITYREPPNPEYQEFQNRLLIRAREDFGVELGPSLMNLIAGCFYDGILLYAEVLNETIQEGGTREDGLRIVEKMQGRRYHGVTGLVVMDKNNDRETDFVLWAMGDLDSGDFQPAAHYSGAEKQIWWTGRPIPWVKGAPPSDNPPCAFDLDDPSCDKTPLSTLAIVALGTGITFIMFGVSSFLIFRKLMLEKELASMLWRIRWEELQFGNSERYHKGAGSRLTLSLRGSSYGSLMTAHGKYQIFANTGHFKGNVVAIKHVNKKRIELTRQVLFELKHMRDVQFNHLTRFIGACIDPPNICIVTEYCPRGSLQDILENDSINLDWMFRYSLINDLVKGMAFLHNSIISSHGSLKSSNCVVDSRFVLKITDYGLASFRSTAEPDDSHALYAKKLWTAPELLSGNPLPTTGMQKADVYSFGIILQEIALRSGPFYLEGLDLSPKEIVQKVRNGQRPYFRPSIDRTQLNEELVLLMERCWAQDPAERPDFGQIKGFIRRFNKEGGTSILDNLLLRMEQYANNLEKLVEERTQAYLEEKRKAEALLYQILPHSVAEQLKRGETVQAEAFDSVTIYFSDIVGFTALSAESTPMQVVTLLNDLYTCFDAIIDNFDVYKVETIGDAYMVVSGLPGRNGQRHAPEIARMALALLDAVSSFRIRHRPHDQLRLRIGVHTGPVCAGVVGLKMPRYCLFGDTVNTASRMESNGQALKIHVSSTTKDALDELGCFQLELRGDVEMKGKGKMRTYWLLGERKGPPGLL
ASAP1 GAP inh – ASAP1 ArfGAP inhibition. Q9ULH1. ASAP1-stimulated ARF1 GTP hydrolysis, GDP FP detection. inhibition, % at 16.5 µM. hit rate 0.19% among 360,000. AID 624377; in the data active = inhibition above about 25%;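 note: 0% = vehicle with enzyme and substrate and 100% = no enzyme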
NR1D1 modulator – modulators of human Rev-erb alpha DNA binding; hit rate 0.79% among 370,000; P20393; Rev-erbα–FITC-DNA binding, fluorescence polarization, 90 min; activity, % at 10 µM;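 active = activity above about 14%, limit read from the data; passing the limit was not always enough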;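 note: 0% = DMSO wells with 35 nM protein and 100% = DMSO wells with 750 nM protein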
PG9 Ab binder – binds the HIV-1 gp120 antibody PG9; TR-FRET gp120-PG9 antibody binding; inhibition, % at 6.7 µM; hit rate 0.43% among 360,000; in the data active = inhibition above about 8.5%
An asterisk follows results filed as active; nt = no result given.

Each structure is followed by: NPR1 activator | HTRA1 inh | ABHD4 inh | ARFGAP1 inh | rCAG RNA binder | SMARCA2 activ | GC-B act | ASAP1 GAP inh | NR1D1 modulator | PG9 Ab binder
(1) CN1CCN(NC(=O)c2cccc(Br)c2)CC1
    -4.5 | 6.8 | 6.8 | -2.0 | -1.1 | -3.5 | -5.1 | -3.8 | -2.0 | 0.7
(2) Nc1c(N(Cc2ccco2)C(=O)COc2ccccc2)c(=O)[nH]c(=O)n1Cc1ccccc1
    1.4 | 0.8 | 0.5 | -14.9 | 3.8 | 5.0 | 1.9 | 2.5 | 1.1 | -0.8
(3) CS(=O)(=O)Nc1ccc(C2=NN(S(C)(=O)=O)C(c3ccc4nccnc4c3)C2)cc1 (stereo unspecified)
    1.0 | -0.7 | -7.7 | -10.2 | 0.7 | -0.3 | 4.9 | -7.0 | 8.9 | 1.1
(4) CSCCC(NC(=O)c1occc1C)C(=O)O (stereo unspecified)
    1.1 | 1.8 | -15.3 | 6.8 | 0.1 | -0.1 | 5.6 | 14.3 | 4.1 | -0.1
(5) COC(=O)c1cccc(C23CC4(C2)[C@H](CN(Cc2ccc(C(F)(F)F)cc2)[C@@H]4c2ccccc2)C3c2ccc(C(F)(F)F)cc2)c1 (stereo partly specified)
    -4.9 | nt | -1.1 | -3.9 | 3.0 | 0.2 | -8.1 | 2.4 | -1.5 | 1.1
(6) C[C@@H]1COC(=O)[C@H](CC(=O)OC(C)(C)C)C/C=C\C[C@H](CC(=O)N(CCO)Cc2ccccc2)C(=O)N1
    0.8 | 2.7 | 5.5 | 10.3 | -9.6 | -0.6 | 3.2 | 1.3 | -3.5 | -0.1
(7) CCc1cccc(OCCCN2C(=O)NC(C)(C)C2=O)c1
    1.2 | -6.0 | 2.0 | -2.2 | -6.1 | -0.2 | -3.7 | -9.5 | 0.8 | 1.8
(8) Cc1cc(C2=NNC(=NC3CC3)SC2)c(C)n1-c1c(C)n(C)n(-c2ccccc2)c1=O
    -0.8 | 2.5 | 0.9 | 1.0 | 2.4 | 6.0 | 1.3 | 15.5 | -1.1 | -1.9
(9) CCC(CC)c1nnc(NC(=O)CS(=O)(=O)c2ccccc2)s1
    7.3 | 4.5 | 1.6 | 1.6 | 6.0 | -0.1 | 0.2 | 11.2 | -4.2 | -1.2
(10) CCOC(=O)N=S(=O)(Oc1ccc([N+](=O)[O-])cc1)c1ccc(Cl)cc1 (stereo unspecified)
    -2.3 | -4.6 | -5.6 | -3.9 | 1.2 | -0.3 | -17.0 | -2.2 | -0.7 | -0.2
(11) C/C(C=NNC(=O)c1cc(-c2ccc(Cl)cc2)n[nH]1)=C\c1ccccc1
    -6.6 | nt | -4.2 | nt | 12.0 | 1.9 | -0.7 | nt | 2.4 | nt
(12) CCN(CC)CCNC(=O)Cn1c(C)cc2ccccc2c1=O
    -1.3 | -0.6 | 2.8 | 0.1 | 0.2 | 6.6 | 4.0 | 0.5 | -0.2 | 0.5
(13) Cc1ccc(Cn2c(C)c(C(=O)NCc3ccc4c(c3)OCO4)sc2=O)cc1
    -4.4 | nt | -4.3 | 11.0 | 0.6 | -0.5 | -1.0 | -4.8 | 1.9 | -0.2
(14) Cc1cc(C)n(CCNC(=O)C2CCC(=O)N(Cc3ccc(Cl)cc3)C2)n1 (stereo unspecified)
    2.7 | 0.8 | 5.3 | -10.1 | -5.3 | -4.0 | -3.7 | -21.6 | -0.2 | -0.6
(15) COc1ccc(CCNC(=O)C2CCN(S(=O)(=O)c3cccc4nonc34)CC2)cc1OC
    -1.8 | 1.0 | 5.2 | -3.4 | -1.1 | 0.4 | 0.9 | -6.8 | -0.6 | 1.3
(16) CCOc1ccc(NC(=S)N(CCOC)C2CCN(C(C)C)CC2)cc1
    4.9 | -1.0 | -2.2 | -1.6 | -5.1 | 0.2 | 5.5 | -0.5 | -0.6 | -1.3
(17) NC1=NC(=Nc2cccc(S(N)(=O)=O)c2)c2ccccc21
    1.2 | 6.7 | 4.1 | 4.2 | -0.6 | 4.6 | 3.0 | -7.3 | -0.7 | -1.6
(18) COC(=O)\C(C(C)=O)=C(/C=C/C=C/N(C)C)N(C)C
    -2.7 | -3.0 | 11.5 | -18.2 | 6.3 | -4.4 | 6.0 | -12.4 | -5.4 | -1.4
(19) CN(C(=O)CSc1ccncc1)C1CCCN(Cc2ccccc2F)C1 (stereo unspecified)
    -2.9 | 3.3 | 1.7 | -2.7 | -1.4 | -3.5 | 5.5 | -7.8 | 3.6 | -1.4
(20) Cn1nc(CSc2ccccc2)c(C=O)c1Cl
    -3.8 | -1.5 | 0.1 | -10.9 | -1.0 | 4.2 | 2.0 | 4.4 | 3.6 | -1.9
(21) c1cc2c3c(cccc3c1)NC1(CCC3(CC1)Nc1cccc4cccc(c14)N3)N2
    -40.8 | 55.7* | 17.0 | 8.5 | 20.7 | -2.6 | -5.8 | 13.1 | 1.9 | 2.5
(22) COc1ccc(CC2(CO)CCN(Cc3ccncc3)CC2)cc1
    -2.3 | 10.4 | 0.1 | 10.5 | -3.7 | -2.3 | -1.7 | -4.4 | 2.2 | 0.0
(23) COc1cc(NC(=O)C(OC(=O)CNC(=O)c2ccccc2)c2ccccc2)cc(C(F)(F)F)c1 (stereo unspecified)
    -0.6 | nt | -44.5 | nt | nt | nt | -3.3 | nt | 7.2 | nt
(24) COc1ccc(NC(=O)c2ccc(=O)oc2)cc1
    5.0 | -6.2 | 5.3 | 5.5 | 8.1 | 1.9 | -2.3 | -2.6 | 3.0 | -0.7
(25) O=C(NCc1nnnn1-c1ccc(Cl)cc1)c1ccc2c(c1)OCO2
    -2.4 | 5.0 | -4.1 | 5.4 | 0.1 | -3.8 | -5.3 | -5.0 | -8.5 | 0.8
(26) COc1ccc(N=C2C(=Nc3ccc(OC)cc3)N(c3ccc(OC)cc3)C(=S)N2c2ccccc2)cc1
    3.0 | 3.6 | 0.8 | 0.5 | 0.4 | 3.7 | -2.1 | 5.0 | -3.3 | 0.5
(27) O=C(NC1CCCC1)C1CCCN1C(=O)Nc1ccccc1 (stereo unspecified)
    -1.0 | 6.4 | 1.3 | -6.0 | 1.2 | 2.0 | 7.8 | -5.2 | -4.6 | -1.1
(28) CCOc1ccc(CCN2C(=O)C(=O)N([C@@H](CC(C)C)CN3CCC[C@H]3CN3C(=O)C(=O)NC[C@@H]3Cc3ccc(O)cc3)C[C@@H]2Cc2ccccc2)cc1
    0.9 | nt | -0.6 | -3.2 | 5.3 | -2.1 | -1.0 | 2.5 | -6.8 | -0.5
(29) Cc1cc(C)n(-c2cc(N3CCN(C(=O)c4ccccc4C)CC3)ccc2[N+](=O)[O-])n1
    -1.2 | -5.3 | 4.3 | 3.5 | -9.1 | -0.7 | 2.4 | 0.0 | 2.0 | -0.7
(30) CC[C@]12C(=O)N(C)C[C@H]([C@@H]3C(=O)N(C)C(=O)[C@@H]31)N2C(=O)c1ccc(Br)cc1
    0.4 | -1.8 | 4.5 | -0.8 | 24.8 | -0.4 | 3.3 | 4.7 | -7.6 | 0.4

Continued (2 carried over from the part before).
Each structure is followed by: NPR1 activator | HTRA1 inh | ABHD4 inh | ARFGAP1 inh | rCAG RNA binder | SMARCA2 activ | GC-B act | ASAP1 GAP inh | NR1D1 modulator | PG9 Ab binder
(29) Cc1cc(C)n(-c2cc(N3CCN(C(=O)c4ccccc4C)CC3)ccc2[N+](=O)[O-])n1
    -1.2 | -5.3 | 4.3 | 3.5 | -9.1 | -0.7 | 2.4 | 0.0 | 2.0 | -0.7
(30) CC[C@]12C(=O)N(C)C[C@H]([C@@H]3C(=O)N(C)C(=O)[C@@H]31)N2C(=O)c1ccc(Br)cc1
    0.4 | -1.8 | 4.5 | -0.8 | 24.8 | -0.4 | 3.3 | 4.7 | -7.6 | 0.4
(31) N#CCC[C@H]1CC[C@]2(CCCN(S(=O)(=O)c3ccccc3)C2)O1
    5.0 | nt | -9.3 | nt | 2.6 | -4.9 | 7.0 | nt | 5.0 | nt
(32) Clc1ccc(C(c2cccs2)N2CCNCC2)cc1 (stereo unspecified)
    -35.0 | 4.3 | 1.7 | 4.9 | 6.4 | -3.4 | -20.6 | -3.3 | -7.3 | -0.1
(33) CCOC(=O)C1CCCC(NS(=O)(=O)c2ccc(NC(C)=O)cc2)C1 (stereo unspecified)
    1.3 | 1.7 | -2.0 | -0.5 | -2.3 | -3.7 | 0.1 | 11.3 | -0.1 | 1.6
(34) Cc1cc(NC(=O)C2CC(=O)N(c3ccccc3C)C2)no1 (stereo unspecified)
    2.1 | -0.7 | -3.9 | -0.3 | 1.9 | 1.3 | 0.6 | -2.9 | 0.2 | -2.3
(35) Cc1nc(N2CCN(C(=O)c3ccco3)CC2)c2c3c(sc2n1)CCCC3
    -4.2 | -13.9 | -6.6 | 9.8 | -3.9 | 2.2 | -6.0 | 3.5 | 3.7 | 0.1
(36) CN(C)c1nc(N(C)C)n(C(=O)c2cccs2)n1
    3.4 | -1.3 | -5.7 | -4.8 | -2.4 | 3.0 | 2.5 | 1.9 | 0.9 | -0.6
(37) O=C1c2ccccc2CCC1C(O)c1ccccn1 (stereo unspecified)
    0.4 | -1.0 | 3.1 | -6.1 | 0.1 | 2.1 | 3.4 | 5.5 | -4.2 | 1.5
(38) CC(=O)Nc1cccc(C(=O)OC(C)C(=O)N2CCc3ccccc32)c1 (stereo unspecified)
    0.3 | 1.8 | 1.7 | 9.1 | -1.2 | -1.4 | -4.7 | 9.2 | -0.2 | 0.0
(39) COc1ccc(/C=N/n2c(-c3n[nH]c4c3CCC4)n[nH]c2=S)cc1
    1.7 | 3.7 | -5.5 | 3.8 | 2.0 | 2.9 | -5.8 | -4.4 | 2.5 | -2.1
(40) O=C(O)CC1SC(=O)N(Cc2ccccc2)C1=O (stereo unspecified)
    nt | 3.8 | -2.8 | -11.9 | 0.9 | 1.2 | nt | -1.8 | nt | -0.6
(41) Cc1noc(C)c1CSCC(=O)OCC(=O)Nc1sccc1C#N
    -0.3 | 3.9 | 7.8 | -4.7 | 5.1 | 2.0 | 4.6 | -2.9 | -0.3 | -1.1
(42) COc1cccc(N2C(=O)CC(N3CCC(c4nc5ccccc5[nH]4)CC3)C2=O)c1 (stereo unspecified)
    5.5 | -1.9 | -8.1 | -6.7 | 2.1 | -1.9 | 2.3 | 4.5 | -5.1 | 1.1
(43) Cn1c(=O)c2c(nc(CN3CCC(C(N)=O)CC3)n2Cc2c(Cl)cccc2Cl)n(C)c1=O
    -0.7 | -1.9 | -9.5 | 17.4 | -0.2 | -5.7 | -0.7 | 1.3 | 5.3 | 3.0
(44) CC(=O)N1CCN(C(=O)COC(=O)COc2ccc(C#N)cc2)CC1
    -1.3 | -0.2 | -0.1 | 5.8 | 1.9 | 3.0 | -0.1 | 9.4 | 6.5 | -0.6
(45) CCn1cc(CN2CCC(C(=O)Nc3cccc(-c4cscn4)c3)CC2)cn1
    2.4 | 3.7 | -1.7 | 12.9 | -3.7 | 0.4 | -5.8 | -5.3 | -0.3 | -0.5
(46) N#CCN1C(=O)NC2(CCCc3sccc32)C1=O (stereo unspecified)
    -2.5 | -0.4 | -1.0 | 0.5 | 3.4 | -1.2 | 3.9 | -0.1 | 3.9 | 0.2
(47) COC(=O)c1cc(-c2ccc(OC)cc2)on1
    30.4 | -1.9 | -0.1 | -12.1 | -2.7 | -0.5 | 2.0 | -4.9 | 7.2 | 0.9
(48) CC(C)(C)c1ccc(-c2noc(C(=O)NN)n2)cc1
    3.4 | 2.1 | 0.7 | 4.5 | 6.5 | -6.0 | 4.3 | 2.9 | -5.1 | -0.1
